Source: PubChem (several laboratories)
Rtt109 HAT inh – inhibitors of Candida albicans Rtt109/Vps75 histone acetyltransferase. Q5AAJ8. purified Rtt109/Vps75, ThioGlo CoA-SH fluorescence, 4 h. inhibition, % at 34.9 µM. actives 0.16% (n = 330,000). AID 540336;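 active means inhibition of at least 50% in every replicate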
Target sequence (Q5AAJ8 whole entry, looked up): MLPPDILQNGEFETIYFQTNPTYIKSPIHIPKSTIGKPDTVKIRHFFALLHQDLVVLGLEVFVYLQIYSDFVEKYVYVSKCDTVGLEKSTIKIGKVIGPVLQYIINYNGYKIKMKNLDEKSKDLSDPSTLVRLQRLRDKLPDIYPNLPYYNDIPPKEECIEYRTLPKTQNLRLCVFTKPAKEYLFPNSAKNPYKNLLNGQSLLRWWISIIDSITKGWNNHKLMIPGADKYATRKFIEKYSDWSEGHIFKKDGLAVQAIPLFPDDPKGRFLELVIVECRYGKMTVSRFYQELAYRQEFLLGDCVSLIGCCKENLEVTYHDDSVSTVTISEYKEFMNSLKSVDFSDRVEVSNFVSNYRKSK
AddAB inh – less growth of phage-infected E. coli with AddAB. actives 0.29% (n = 330,000). AID 435030. inhibition, % at 11.9 µM. E. coli expressing H. pylori AddAB, absorbance growth; in the data active means inhibition above about 12%;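 further: 0% = vehicle wells of infected cells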
DAGLB inh – blocks human DAGLB lipase activity; Q8NCG7; HEK293T DAGLB membrane lysate, EnzChek fluorogenic substrate; inhibition, % at 5.17 µM; actives 0.059% (n = 340,000); AID 504411; in the data active means inhibition above about 34%;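 further: 0% = enzyme with vehicle and 100% = wells lacking enzyme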
Target sequence (Q8NCG7 whole entry, looked up): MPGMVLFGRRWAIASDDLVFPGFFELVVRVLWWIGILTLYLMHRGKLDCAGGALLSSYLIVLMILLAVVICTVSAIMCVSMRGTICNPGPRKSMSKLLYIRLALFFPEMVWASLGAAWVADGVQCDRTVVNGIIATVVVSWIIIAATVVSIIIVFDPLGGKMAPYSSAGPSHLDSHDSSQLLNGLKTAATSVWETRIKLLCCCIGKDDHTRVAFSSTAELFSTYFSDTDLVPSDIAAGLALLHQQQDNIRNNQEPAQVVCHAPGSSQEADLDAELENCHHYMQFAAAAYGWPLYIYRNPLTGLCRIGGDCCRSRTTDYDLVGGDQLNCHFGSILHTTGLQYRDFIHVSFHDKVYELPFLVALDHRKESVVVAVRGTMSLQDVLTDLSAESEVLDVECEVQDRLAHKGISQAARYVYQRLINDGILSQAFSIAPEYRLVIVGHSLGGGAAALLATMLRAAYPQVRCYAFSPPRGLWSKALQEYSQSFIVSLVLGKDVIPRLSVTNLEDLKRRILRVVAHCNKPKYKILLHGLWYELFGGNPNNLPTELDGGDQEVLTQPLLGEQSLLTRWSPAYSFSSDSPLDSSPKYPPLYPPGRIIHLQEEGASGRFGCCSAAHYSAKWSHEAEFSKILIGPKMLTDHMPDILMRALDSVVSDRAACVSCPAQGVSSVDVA
Wnt act – Wnt/beta-catenin pathway activation; AID 743398; Wnt/beta-catenin reporter cell assay, activator, plate reader; actives 1.2% (n = 300,000); activation, % at 9.35 µM; in the data active means activation above about 30%, passing the limit was not always enough;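 further: 0% = neutral control wells and 100% = positive control wells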
Ecoli viability – bacterial growth inhibition, counter-screen for AddAB inhibitors | E. coli V3065 growth, OD600 absorbance, 18 h | inhibition, % at 11.9 µM | actives 0.27% (n = 330,000);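 active means inhibition above the campaign's mean inhibition across all tested compounds plus 3 SD, cut at about 9.9% in these data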;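 further: uninfected addAB+ strain grown without phage in ampicillin broth; 0% = DMSO wells and 100% = ciprofloxacin 0.95 µg/ml wells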
PvdQ acylase – P. aeruginosa PvdQ acylase inhibition; purified PvdQ acylase, fluorescence plate reader; inhibition, % at 10 µM; actives 0.063% (n = 340,000); in the data active means inhibition above about 30%, passing the limit was not always enough;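 further: 0% = vehicle neutral wells and 100% = reference inhibitor wells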
phage Ecoli inh – E. coli growth loss with phage present. growth absorbance. inhibition, % at 11.9 µM. AID 651602. actives 0.26% (n = 360,000); in the data active means inhibition above about 11%
Tat transport – blocks Tat-dependent protein export in E. coli. E. coli MC4100 TorA-mCherry Tat export, fluorescence. inhibition, % at 10 µM. actives 0.036% (n = 340,000);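 active means mean replicate inhibition at least 50% and at least half of replicates individually reaching 50%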;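 further: exported cargo escapes ClpAP degradation while cytoplasmic cargo is degraded and loses fluorescence; 0% = median of neutral control wells and 100% = median of NaSCN control wells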
CAL PDZ inh – human CAL PDZ-peptide interaction inhibition; purified CAL PDZ, TMR-peptide fluorescence polarization, 1 h; inhibition, % at 20 µM; actives 0.02% (n = 330,000); Q9HD26;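 active means highest replicate inhibition of at least 40%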;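 further: plate controls were DMSO neutral control wells for no effect and unlabeled competitor peptide control wells for full effect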
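Material: tagged CAL PDZ domain; buffer or medium: 25 mM sodium phosphate pH 7.4, 150 mM NaCl, TCEP, IgG, Thesit; compound dosing: single point, 20 µM; schedule: 1 h incubation at room temperature before polarization reading; measured by: FP readout, S and P plane fluorescence; read-out basis: percent inhibition from loss of millipolarization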
PfHsp90 set2 – reduces growth (ATP signal) of yeast expressing P. falciparum Hsp90; S. cerevisiae expressing PfHsp90, BacTiter-Glo ATP, 48 h; yeast lacking PDR1 and PDR3 efflux regulators; inhibition, % at 9.4 µM; actives 0.32% (n = 310,000);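 active means every replicate shows inhibition above about 80%, whatever the replicate mean, limit read from the data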;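 further: 0% = DMSO neutral controls and 100% = 20 µM radicicol positive controls; yeast relying on Plasmodium falciparum Hsp90 in place of its own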
An asterisk follows results filed as active; · = no result given.

SMILES	Rtt109 HAT inh	AddAB inh	DAGLB inh	Wnt act	Ecoli viability	PvdQ acylase	phage Ecoli inh	Tat transport	CAL PDZ inh	PfHsp90 set2
Clc1ccc(Nc2nc(N3CCOCC3)nc(N3CCOCC3)n2)cc1Cl	-7	4.1	-1	-2	-0.9	-10	0.6	4	-1.4	8
CCS(=O)(=O)N1CCCC(C(=O)NCc2cccnc2)C1 (stereo unspecified)	0	-3.9	-1	·	-0.1	-6	1.9	-3	-1.9	15
O=C(NC1(C(F)(F)F)NC(=O)N(Cc2cccnc2)C1=O)c1ccccc1Cl (stereo unspecified)	-10	4.1	1	·	3.4	-9	0.4	-7	0.6	·
CCOC(=O)c1c(C)n(C)c2cc(CN(C)C)c(O)c(S(=O)(=O)c3ccccc3)c12	-2	0.3	0	-4	0.4	-18	2.8	-5	0.0	7
Cc1ccc(C(=O)NCc2ccc3c(c2)OCO3)cc1N1CCCC1=O	2	-1.7	0	4	-0.8	-8	0.4	-4	-0.4	4
O=C(CN(C(=O)c1csnn1)c1ccc2c(c1)OCCO2)NCc1ccc(F)cc1	0	0.9	1	0	-2.1	-10	0.3	3	-1.9	6
N#Cc1c(C(F)(F)F)cc(-c2cccc(Cl)c2)[nH]c1=O	6	1.5	14	0	-1.1	-46	6.7	3	-2.7	16
Cc1ccc(C(=O)Nc2ccc(N3CCCC3)cc2)c(C)c1	12	2.6	14	-2	-2.6	-10	1.4	-8	-2.1	2
Cc1ccc(OC(=O)CCC(=O)N2CCc3ccccc32)cc1	-2	0.6	-5	4	-1.3	-5	0.2	13	1.2	-25
CCSc1nsc(NC(=O)Nc2cccc(F)c2)n1	1	19*	-4	-2	25*	-10	15*	-9	7.8	-5

Quoted at random: 4 entries already listed, in no set order.
SMILES	Rtt109 HAT inh	AddAB inh	DAGLB inh	Wnt act	Ecoli viability	PvdQ acylase	phage Ecoli inh	Tat transport	CAL PDZ inh	PfHsp90 set2
O=C(CN(C(=O)c1csnn1)c1ccc2c(c1)OCCO2)NCc1ccc(F)cc1	0	0.9	1	0	-2.1	-10	0.3	3	-1.9	6
CCSc1nsc(NC(=O)Nc2cccc(F)c2)n1	1	19*	-4	-2	25*	-10	15*	-9	7.8	-5
O=C(NC1(C(F)(F)F)NC(=O)N(Cc2cccnc2)C1=O)c1ccccc1Cl (stereo unspecified)	-10	4.1	1	·	3.4	-9	0.4	-7	0.6	·
Cc1ccc(OC(=O)CCC(=O)N2CCc3ccccc32)cc1	-2	0.6	-5	4	-1.3	-5	0.2	13	1.2	-25

New compounds follow:
SMILES	Rtt109 HAT inh	AddAB inh	DAGLB inh	Wnt act	Ecoli viability	PvdQ acylase	phage Ecoli inh	Tat transport	CAL PDZ inh	PfHsp90 set2
c1csc(-c2nc(CN3CCSCC3)cs2)c1	-1	1.3	-3	43*	0.6	-13	1.5	10	-0.8	19
CCOC(=O)C1(Cc2cccc(Cl)c2)CCCN(C(=O)C(C)(C)C)C1 (stereo unspecified)	-11	0.4	-8	3	-1.1	-14	-1.5	-6	-12	7
Cc1ccc2nc(C(=O)N3CCCC(Nc4ccc(F)cc4)C3)cn2c1 (stereo unspecified)	-6	2.9	1	9	-0.1	-6	2.5	-1	-2.2	-2
COc1ccc(CNC(=O)C(OC(=O)c2ccco2)c2ccccc2F)cc1 (stereo unspecified)	-11	4.1	-1	2	-2.3	-19	0.9	-3	-1.3	4
CC(OC(=O)C1=NNC(=O)CC1)C(=O)Nc1ncc(Cl)cc1Cl (stereo unspecified)	-9	2.4	1	-1	3.3	11	3.2	-7	-0.9	-5
COc1ccc(C(=O)NCc2cnn(C)c2C)cc1OC1CCN(C(C)C)CC1	-5	1.5	0	1	1.0	-9	0.7	-9	-3.0	0
COc1ccccc1-n1c(SCC(=O)NCc2ccc3c(c2)OCO3)nc2cc([N+](=O)[O-])ccc21	5	0.3	11	-1	0.5	-14	6.6	3	-0.2	47
Cc1ccc(C(=O)NNS(=O)(=O)c2ccccc2[N+](=O)[O-])cc1	-11	4.0	2	-1	0.2	-5	0.9	-3	-0.3	47
Oc1ccc(/C=N/n2c3ccccc3c3ccccc32)cc1	7	0.3	3	·	0.2	-10	2.0	-1	-0.4	26
O=C(Nc1nc2ccccc2s1)c1ccc(Cl)s1	-1	3.6	1	22	-1.3	-10	2.3	-4	-2.1	14
CC(=O)N1CCN(c2nnc(-c3ccc(C)cc3)c3ccccc23)CC1	·	-0.8	-2	0	0.3	-18	0.4	-6	-1.1	-11
C=CCOC(=O)C1=C(C)NC(=O)NC1c1ccc(Cl)cc1 (stereo unspecified)	8	1.8	-1	-5	0.4	-3	1.6	-17	-1.5	7
Cc1ccc(-c2csc(N=C(N)N)n2)cc1	-3	2.1	1	27	0.1	-9	3.7	6	0.4	-6
Fc1ccc(C[n+]2csc3ccccc32)cc1	8	3.8	-3	-2	1.5	-4	1.2	2	-1.9	-22
COc1ccc(NC(=O)c2ccc(Br)o2)c([N+](=O)[O-])c1	15	2.6	-7	5	2.1	5	0.7	-11	1.3	-9
Cc1[nH]c2ccc(F)cc2c1CCN(Cc1cccnc1)C(=S)NC(C)(C)C	-12	-0.7	-1	-1	0.1	-8	1.1	2	-1.0	0
CC1CN(Cc2nc3c(c(=O)n(C)c(=O)n3C)n2CCCc2ccccc2)CC(C)O1 (stereo unspecified)	-1	2.4	2	·	-1.3	-12	1.6	14	1.0	8
COc1ccccc1NC(=O)CSc1nnnn1-c1ccc2c(c1)OCO2	-15	1.6	2	-2	-0.9	-6	3.0	-1	-1.3	-8
Cn1cc(CN2CCC(C(=O)Nc3cccc(-c4cscn4)c3)CC2)cn1	-3	-0.2	4	1	0.0	-6	1.4	3	-2.4	5
COC(=O)c1c(C)[nH]c(C(=O)/C=C/c2ccccc2Cl)c1C	-6	3.5	1	21	0.2	5	1.1	-1	-1.7	-22
COc1ccc(S(=O)(=O)N2CCN(C(=O)NCc3ccc(OC)c(OC)c3)CC2)cc1	-3	5.4	-4	-2	-1.1	-9	0.8	-3	-0.5	-2
Cc1cc(C)c(C(=O)OCc2csc(CC(=O)Nc3ccccc3C)n2)c(C)c1	-3	-0.9	-8	-1	0.5	-5	1.8	6	-1.3	7
CCN(CC)CC(O)Cn1c2ccccc2c2ccccc21 (stereo unspecified)	32	4.9	-3	1	-0.1	6	2.6	6	-2.4	-2
CC1CCN(C(=O)CSc2ccc(-c3ccc(F)cc3)nn2)CC1	-3	-0.8	1	·	-4.2	-11	0.3	-2	-3.6	·
COc1ccc(C2CC(=O)OC3=C2C(=O)CC(C)(C)C3)c(OC)c1 (stereo unspecified)	-5	4.1	-1	-1	1.3	-12	0.1	4	-1.3	·
CCC(Sc1ncccc1C(=O)Oc1cccc([N+](=O)[O-])c1)C(=O)Nc1ccccc1OC (stereo unspecified)	8	1.3	0	3	-1.6	9	1.4	-3	0.6	10
COc1ccc(OC)c(NS(=O)(=O)c2ccc(Cl)nc2)c1	-7	2.0	1	·	-1.2	-7	3.9	-5	-1.1	1
O=c1[nH]c(-[n+]2ccccc2)c(/C=N/N=C(\[O-])c2ccccc2)s1	1	-0.4	2	-1	2.5	-9	-2.8	1	-1.4	3
O=C(Nc1ncccn1)c1ccc(Cl)c([N+](=O)[O-])c1	2	1.3	-1	-1	0.3	3	0.0	-2	-1.1	-4
Cc1ccc(C)c(OCCC(=O)OCC(=O)Nc2cccc(S(=O)(=O)N3CCCC3)c2)c1	0	1.6	-1	2	-0.3	-3	-0.8	9	-2.1	·
COCCn1c(C)cc(C(=O)COC(=O)c2ccccc2Br)c1C	·	-1.3	0	-8	1.7	-12	-0.3	-15	-1.0	24
Cc1ccc(NC(=O)c2cnccn2)cc1C	0	-0.1	1	1	-3.0	-6	0.3	8	-5.8	3
COc1ccnc(CS(=O)c2nc3cc(C(O)(F)F)ccc3[nH]2)c1OC (stereo unspecified)	-8	0.6	-1	0	1.4	-22	2.7	6	-0.4	18
CN(C(=O)COC(=O)Cn1cnc2ccccc21)C1CCCCC1	-11	-0.2	-3	-1	-0.8	-14	1.6	-16	0.0	·
CCSc1nnc(NC(=O)c2ccc3nc[nH]c3c2)s1	-7	-1.6	7	-3	-4.1	-8	1.6	2	-1.0	10
Cc1ccc(NC(=O)CSc2nnc(-c3cnccn3)n2Cc2ccco2)cc1	-5	-0.2	-2	·	-1.2	-5	1.5	-2	-1.0	·
C/C=C(/C)C(=O)OC1Cc2c(ccc3ccc(=O)oc23)OC1(C)C (stereo unspecified)	-2	4.5	-5	-1	2.7	-13	2.0	1	-0.3	·
O=C(NCCn1cccn1)C1CCC(=O)N(CCc2cccc(F)c2)C1 (stereo unspecified)	6	·	-1	2	·	-2	-1.2	-9	1.3	-12
O=C(NC1CCCCC1)C(=S)NCc1ccccc1	-11	-0.1	-3	9	0.8	-11	2.2	0	-1.0	2
COC(=O)c1c(O)cc(C(C)(C)C)n(-c2ccccc2)c1=O	-5	3.0	-1	-2	-0.5	-2	1.7	-2	-3.0	-7
CCOC(=O)C1(CCc2ccccc2)CCN(C(=O)c2cnc(C)cn2)CC1	2	0.8	3	1	2.2	4	1.4	-3	2.8	-14
CCCc1cc(N2CCOCC2)n2nc(C)c(-c3ccccc3)c2n1	5	-2.0	1	-2	-1.2	-10	2.5	-10	-1.1	14
N#Cc1cc2c(nc1SCC(O)CS(=O)(=O)Cc1ccccc1)CCCC2 (stereo unspecified)	·	1.8	-6	-1	0.0	-3	3.0	-5	-2.6	9
CC(NC(=O)NC1CCCCC1)C(c1cccs1)N1CCOCC1 (stereo unspecified)	0	0.5	0	3	0.9	-1	2.7	4	0.6	-11
O=C(Cn1nnc(-c2cccs2)n1)NCc1cccs1	-12	4.5	-1	-1	1.4	-10	3.3	2	-10	2
CNC(=S)Nc1ccc(Cc2ccncc2)cc1	15	3.9	0	0	0.0	-5	0.6	-2	0.6	-4
NC(=O)N/N=C/CCc1ccccc1	4	2.4	1	-3	2.5	-4	1.3	1	-0.3	8
N#Cc1ccc2c(c1)nc1ccccn12	-21	0.6	-4	1	0.2	-10	2.0	4	-1.1	-15
COC(C(=O)Nc1ccc(C(N)=O)cc1)c1ccccc1 (stereo unspecified)	-1	1.6	-1	·	-2.2	-8	5.2	1	-3.0	2
COc1ccc(-n2nnnc2-c2cnc(N3CCCC3)nc2C(F)(F)F)cc1	5	-0.4	-2	·	3.0	-7	1.9	12	·	·

(list continues)
SMILES	Rtt109 HAT inh	AddAB inh	DAGLB inh	Wnt act	Ecoli viability	PvdQ acylase	phage Ecoli inh	Tat transport	CAL PDZ inh	PfHsp90 set2
O=C(Cn1cc([N+](=O)[O-])ccc1=O)N1CCc2ccccc21	5	2.9	2	1	-0.2	15	3.2	16	-0.4	·
CCCCc1cc(=O)oc2c(CN3CCN(C)CC3)c(O)ccc12	4	-2.9	5	-1	-1.8	-41	0.7	-7	-0.1	14
CC(=O)Nc1ccc(S(=O)(=O)NC(CC(=O)O)c2ccc(OC(C)C)cc2)cc1 (stereo unspecified)	1	-2.9	-3	-3	-2.7	-12	-0.8	1	-0.1	-5
Cc1ccc(CN(C(=O)c2csnn2)C(C(=O)NC2CCCC2)c2ccc(C)o2)cc1 (stereo unspecified)	-4	-2.9	0	-5	-3.1	-6	0.5	15	-0.8	25
COc1ccc(-n2nc(C(=O)NCC(=O)Nc3cc(OC)c(OC)c(OC)c3)c3ccccc3c2=O)cc1OC	-5	-0.3	1	-2	-1.8	-13	2.3	2	-2.7	-14
